# NPYLR7 agonist – mosquito NPYLR7 agonism; HEK293T NPYLR7/Galpha15, GCaMP6s calcium fluorescence; activation, % at 10 µM; actives 0.15% (n = 270,000); AID 1259423; in the data active = activation above about 40%;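 note: 0% = vehicle and 100% = reference agonist at the receptor; some compounds past the cut are filed as inactive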
# mcGAS inh – inhibitors of mouse cGAS; inhibition, % at 12.5 µM; actives 0.15% (n = 160,000); recombinant cGAS, Kinase-Glo ATP depletion luminescence; Q8C6L5;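 note: 0% = negative control wells and 100% = reference inhibitor with no enzyme activity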
# hcGAS lum – human cGAS inhibition. Q8N884. recombinant h-cGAS, ATP depletion, Kinase-Glo luminescence. inhibition, % at 12.5 µM. actives 0.081% (n = 290,000). AID 1259398;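 note: 0% = vehicle reaction and 100% = reaction without DNA for no activity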
# Target sequence (Q8N884 whole entry, looked up): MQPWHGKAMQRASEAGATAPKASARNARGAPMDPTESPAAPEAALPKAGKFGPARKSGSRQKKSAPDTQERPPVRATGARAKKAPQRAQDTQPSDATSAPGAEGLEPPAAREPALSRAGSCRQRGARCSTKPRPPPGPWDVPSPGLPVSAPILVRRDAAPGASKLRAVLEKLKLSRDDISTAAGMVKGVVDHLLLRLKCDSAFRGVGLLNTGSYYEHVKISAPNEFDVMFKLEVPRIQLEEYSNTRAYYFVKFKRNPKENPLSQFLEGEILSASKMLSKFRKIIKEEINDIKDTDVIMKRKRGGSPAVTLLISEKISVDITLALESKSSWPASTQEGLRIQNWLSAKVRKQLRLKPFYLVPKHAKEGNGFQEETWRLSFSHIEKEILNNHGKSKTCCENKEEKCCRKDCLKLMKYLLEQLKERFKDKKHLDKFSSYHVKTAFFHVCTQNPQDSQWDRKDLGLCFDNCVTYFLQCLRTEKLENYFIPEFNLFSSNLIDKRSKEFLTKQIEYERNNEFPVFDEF
# Starred values were filed as active, the others as inactive; / = not tested or not shown; & = joins results of further samples. Cut-off read from the data, not from the text of the source, unless noted: active = inhibition above about 40%; inactive = the rest.
1	COc1ccc(S(=O)(=O)N(CC(=O)NCCSCc2ccc(Cl)cc2)c2ccc(C)cc2)cc1OC
2	CCc1nc2ccc(C(=O)N3CCCC(C(N)=O)C3)cn2c1N(C)Cc1cc2ccccc2s1 (stereo unspecified)
3	CCN1C(=Cc2cc(C)[n+](CCOC)c(C)c2)Sc2ccccc21
4	CCc1nc2ccc(C(=O)NCCOc3ccc(OC)cc3)cn2c1N(C)Cc1ccc(N(C)C)cc1
5	O=C(CSc1nc2sc3c(c2c(=O)[nH]1)CCC3)NCCO
6	O=C1OC(c2ccc(F)cc2)=NC1=Cc1ccc(F)c(F)c1
assay / entry	1	2	3	4	5	6
NPYLR7 agonist	6	-3	124*	9	7	12
mcGAS inh	2	-6	/	-4	-4	/
hcGAS lum	3	-9	4	-6	-1	3

# Shown with tabs: 4 of the compounds above
nr	smiles	NPYLR7 agonist	mcGAS inh	hcGAS lum
1	COc1ccc(S(=O)(=O)N(CC(=O)NCCSCc2ccc(Cl)cc2)c2ccc(C)cc2)cc1OC	6	2	3
2	CCc1nc2ccc(C(=O)N3CCCC(C(N)=O)C3)cn2c1N(C)Cc1cc2ccccc2s1 (stereo unspecified)	-3	-6	-9
3	CCN1C(=Cc2cc(C)[n+](CCOC)c(C)c2)Sc2ccccc21	124*	/	4
4	CCc1nc2ccc(C(=O)NCCOc3ccc(OC)cc3)cn2c1N(C)Cc1ccc(N(C)C)cc1	9	-4	-6

# Going on with the list:
7	COC(=O)N1CCN(C(=O)CSCc2cccc(Cl)c2)CC1
8	Cc1ccccc1C1(O)CCN(C(=O)c2coc3c2C(=O)CCC3)C1 (stereo unspecified)
9	COc1cc2c(cc1NS(=O)(=O)NCc1ccccc1)n(C)c(=O)n2C
10	CCCSc1cnc(NC(=O)c2nnn(-c3ccccc3OC)c2C)s1
11	CN(Cc1ccsc1)C(=O)c1cccc(NC(=O)C2CC2)c1
12	CN1[C@@H]2CC[C@H]1CC(OC(=O)[C@H](CO)c1ccccc1)C2 (stereo partly specified)
assay / entry	7	8	9	10	11	12
NPYLR7 agonist	-3	0	16	3	-2	-4
mcGAS inh	/	/	/	-1	0	-2
hcGAS lum	1	0	-5	7	-3	-5

# Shown with values under each structure: 4 of the compounds above.
# Under each structure – NPYLR7 agonist	mcGAS inh	hcGAS lum
11: CN(Cc1ccsc1)C(=O)c1cccc(NC(=O)C2CC2)c1
 : -2	0	-3
10: CCCSc1cnc(NC(=O)c2nnn(-c3ccccc3OC)c2C)s1
 : 3	-1	7
12: CN1[C@@H]2CC[C@H]1CC(OC(=O)[C@H](CO)c1ccccc1)C2 (stereo partly specified)
 : -4	-2	-5
8: Cc1ccccc1C1(O)CCN(C(=O)c2coc3c2C(=O)CCC3)C1 (stereo unspecified)
 : 0	/	0

# The results go on.
13	O=C(CCn1cncn1)Nc1ccc2c(c1)CCC2
14	CC(=O)Nc1cc(C(=O)N2CCOc3ccccc3C2)c2c(c1)nc(C)n2Cc1ccccc1
15	COc1ccc(-c2c[nH]c(=S)n2-c2ccc(F)cc2)cc1
16	NS(=O)(=O)c1ccc(C(=O)N2CCCC(N3CCc4ccccc4C3)C2)cc1 (stereo unspecified)
17	CN1C[C@H](NC(=O)c2ccc(Oc3ccccc3)cc2)C[C@H]1CO
18	CC(C)(CCl)C(=O)N1CCc2nc(Cc3ccc(F)cc3)nc(N3CCOCC3)c2C1
assay / entry	13	14	15	16	17	18
NPYLR7 agonist	8	16	-2	/	-1	31
mcGAS inh	-6	-12	-7	-8	/	-3
hcGAS lum	-2	-8	-2	-2	-2	-5

19	CCn1c(C2CCCN(S(=O)(=O)N3CCCC3)C2)n[nH]c1=O (stereo unspecified)
20	COC(=O)C1=C(C)N=c2s/c(=C/c3ccc(Cl)cc3Cl)c(=O)n2C1c1ccccc1Cl (stereo unspecified)
21	Cc1cc(NC(=O)Cn2cccn2)n(-c2ccccc2C(F)(F)F)n1
22	Cc1noc2nc3c(c(C(=O)N4CCOC(C(F)(F)F)C4)c12)CCC3 (stereo unspecified)
23	COc1cccc(-c2cc(C(=O)N3CCOCC3)n3nc(C(C)(C)C)cc3n2)c1
24	CC(=O)Nc1nonc1NC(=O)CSc1nncn1C
assay / entry	19	20	21	22	23	24
NPYLR7 agonist	7	-2	14	4	12	-1
mcGAS inh	/	-4	-15	-12	-11	/
hcGAS lum	-8	0	-8	-5	-6	-8

# Entries of single compounds from above. Order of screens: NPYLR7 agonist	mcGAS inh	hcGAS lum
# Entry for COc1cccc(-c2cc(C(=O)N3CCOCC3)n3nc(C(C)(C)C)cc3n2)c1 → 12	-11	-6
# Entry for COC(=O)C1=C(C)N=c2s/c(=C/c3ccc(Cl)cc3Cl)c(=O)n2C1c1ccccc1Cl (stereo unspecified) → -2	-4	0
# Entry for Cc1noc2nc3c(c(C(=O)N4CCOC(C(F)(F)F)C4)c12)CCC3 (stereo unspecified) → 4	-12	-5
# Entry for Cc1cc(NC(=O)Cn2cccn2)n(-c2ccccc2C(F)(F)F)n1 → 14	-15	-8
# Entry for CCn1c(C2CCCN(S(=O)(=O)N3CCCC3)C2)n[nH]c1=O (stereo unspecified) → 7	/	-8

# (cont.)
25	Nc1nnc(SCC(=O)c2ccc(F)c(F)c2)s1
26	CCCCNC(=O)C1(C)CCN1C(=O)CSc1ccccc1 (stereo unspecified)
27	Cc1ccc(C2CC(c3ccc(C)cc3C)=NN2C(=O)CN2CCCC2)cc1 (stereo unspecified)
28	Cc1cc(Oc2c(C)c(C(=O)N3CCOCC3)nn2C(C)(C)C)ccc1[N+](=O)[O-]
29	COc1ccc(C(=O)N2CCC(CCC(=O)Nc3cccc(C)c3)CC2)cc1
30	CCOC(=O)c1ccc(N2C(=O)CC(NCCc3ccc(F)cc3)C2=O)cc1 (stereo unspecified)
assay / entry	25	26	27	28	29	30
NPYLR7 agonist	11	-4	-4	/	13	-6
mcGAS inh	/	-6	-4	-3	-13	-6
hcGAS lum	-2	-13	-2	1	-8&-10	-7

31	O=C(c1ccco1)N1C(=O)c2cccc3c(S(=O)(=O)N4CCCCC4)ccc1c23
32	Cc1cc(C(=O)N2CCN(CC(OCc3c(F)cccc3F)c3ccc(Cl)cc3)CC2)n(C)n1 (stereo unspecified)
33	CCN(C(=O)CN(C)C(C)c1ccc(S(C)(=O)=O)cc1)c1ccccc1 (stereo unspecified)
34	CCCCCN(CC(=O)N1CCc2sccc2C1)c1c(N)n(CCCC)c(=O)[nH]c1=O
35	Cc1[nH]c(=O)[nH]c(=O)c1CC(=O)N1CCCCC1CCN1CCCC1 (stereo unspecified)
36	Cc1onc(-c2ccccc2Cl)c1C(=O)Nc1ccc(-c2ccccc2)cc1[N+](=O)[O-]
assay / entry	31	32	33	34	35	36
NPYLR7 agonist	0	-12	-6	7	/	-16
mcGAS inh	/	2	/	/	-1	-2
hcGAS lum	2	-3	4	-6	0	-2

# Random excerpt: 2 records from the list
34	CCCCCN(CC(=O)N1CCc2sccc2C1)c1c(N)n(CCCC)c(=O)[nH]c1=O
35	Cc1[nH]c(=O)[nH]c(=O)c1CC(=O)N1CCCCC1CCN1CCCC1 (stereo unspecified)
assay / entry	34	35
NPYLR7 agonist	7	/
mcGAS inh	/	-1
hcGAS lum	-6	0

# (next part)
37	CC1(C)Cc2cc(S(=O)(=O)Nc3nnc(C(F)F)s3)ccc2O1
38	COc1ccc(-c2nccc3[nH]nc(-c4ccccc4)c23)cc1OC
39	Cc1cc(C)cc(-n2nc(C(=O)NCc3cccnc3)c(=O)n(Cc3cccc(Cl)c3)c2=O)c1
40	CN1CCC(Cc2noc(-c3ccccc3N3CCOCC3)n2)CC1
41	CCOC(=O)CN(C(C)=O)c1oc(C)c(C(=O)OCC)c1C#N
42	O=C(CCc1cn2ccccc2n1)N[C@H]1CC[C@@H]2CCC[C@@H]21
assay / entry	37	38	39	40	41	42
NPYLR7 agonist	-1	-1	6	4	5	0
mcGAS inh	20	0	-4	/	-3	/
hcGAS lum	4	-1	-4	-11	-5	-9

43	CSc1nnc(C)c(=O)n1COC(=O)COc1ccccc1
44	O=C(COc1ccc(F)cc1Cl)N(C1CC1)C1CCS(=O)(=O)C1 (stereo unspecified)
45	Cc1ccccc1N1CCN(C2CCCN(CCCn3nnnc3C)C2)CC1 (stereo unspecified)
46	Cc1cc2nn(CC(=O)N3CCCC3)c(=O)n2c(Nc2ccc(C)c(F)c2)n1
47	CCCCCNC(=O)C(C)(C)CC(=O)c1ccc(SC)cc1
48	Cc1ccc(C)c(C(C)NC(=O)c2ccccc2-n2cnnn2)c1 (stereo unspecified)
assay / entry	43	44	45	46	47	48
NPYLR7 agonist	1	7	4	-11	-16	5
mcGAS inh	-7	/	/	/	2	/
hcGAS lum	-8	-7	-5	-3	1	-3

49	CC(c1ccccc1)N1CCN(c2cccc(CN(C)S(C)(=O)=O)c2)CC1 (stereo unspecified)
50	COc1cc(OC)cc(-c2nnc(SCC(=O)N3CCC(C)CC3)n2C2CCCCC2)c1
51	CC(=O)c1ccc(S(=O)(=O)N2CCN(C(=O)CN3C(=O)NC4(CCCCC4C)C3=O)CC2)cc1 (stereo unspecified)
52	Cc1ccc2n1CCn1cc(-c3ccccc3)cc1-2
53	Cc1ccc(C)c(Cn2c(CCNC(=O)CCC(C)O)nc3ccccc32)c1 (stereo unspecified)
54	O=C1CN(C(=O)Cc2cccs2)CC(O)CN1CCCc1ccccc1 (stereo unspecified)
assay / entry	49	50	51	52	53	54
NPYLR7 agonist	-1	-3	-5	-9	-7	-9
mcGAS inh	-2	-3	/	/	/	0
hcGAS lum	3	-7	4	-6	-7	12

55	C=CCn1c(=O)c2c3c(sc2n2c(Nc4ccc(OC)cc4)nnc12)CCCC3
56	CC(C)c1c(O)ccc2c1CCC1C(C)(C)CCC[C@]21C (stereo partly specified)
57	CC(C)(C)c1ccc(S(=O)(=O)c2cc3cc(F)cc(F)c3oc2=O)cc1
58	CCOc1ccccc1-n1c(=O)[nH]c2c(C(N)=O)nc(-c3cccs3)nc21
59	O=c1c2ccccc2nc(-c2ccc3ccccc3c2)n1Cc1ccc2c(c1)OCO2
60	O=C(Cn1nnc(COc2ccccc2)n1)NC1CCCCCC1
assay / entry	55	56	57	58	59	60
NPYLR7 agonist	-2	/	10	12	5	2
mcGAS inh	-9	-3	/	/	-7	-10
hcGAS lum	-11	-5	-3	-7	-7	-2

61	OCC#Cc1csc(CN2CCC3(CCCN(Cc4ccc(F)cc4)C3)C2)c1 (stereo unspecified)
62	COCC(=O)N1CCC(Oc2ccc(C(=O)N(C)Cc3cccs3)cc2)CC1
63	CC(C)COCC(O)CNc1ccc(-n2nc(OCC(C)C)nc2-c2cccs2)cc1 (stereo unspecified)
64	CO[C@H]1[C@H](NC(=O)Cc2cccs2)c2ccccc2C12CCN(Cc1cnc(SC)nc1)CC2
65	CN(C1CCN(Cc2ccccn2)CC1)C1CCCN(CCc2ccccc2)C1 (stereo unspecified)
66	Cn1c(=O)n(Cc2ccc(F)cc2)c(=O)c2c1nc1n2CCN1c1ccc(F)cc1
assay / entry	61	62	63	64	65	66
NPYLR7 agonist	1	17	27	-10	8	6
mcGAS inh	/	/	-6	-2	/	-7
hcGAS lum	1	-6	-11	-4	-10	-7

67	N#Cc1c(NC(=O)CON=Cc2cccs2)sc2c1CCCCC2
68	COc1ccc(OC)c(N(Cc2nnc3n2CCCCC3)C(=O)Nc2cccc(C)c2)c1
69	COC(=O)c1c(NC(=O)c2cnn3c(C(F)(F)F)cc(-c4ccccc4)nc23)sc2c1CCCC2
70	CCS(=O)(=O)Nc1ccc(NC(=O)c2c(Cl)cccc2Cl)cc1C
71	Cc1cccc(-c2cccc(NC(=O)C3CCCN(C(=O)Cc4nonc4C)C3)c2)c1 (stereo unspecified)
72	CCN(CC)C(=O)Oc1ccc2c(ccn2Cc2ccccc2F)c1NC(=O)C(F)(F)C(F)(F)C(F)(F)F
assay / entry	67	68	69	70	71	72
NPYLR7 agonist	4	24	8	0	5	1
mcGAS inh	-4	/	-1	/	/	-3
hcGAS lum	-9	-2	-1	0	-2	3

73	Cc1ccc(C(=O)N2CCN(Cc3ccc(-c4noc(C5CCCC5)n4)cc3)CC2)c(Cl)n1
74	COCCN(CC(=O)N(CCc1c[nH]c2ccccc12)Cc1ccccc1OC)C(=O)Nc1ccc(C(F)(F)F)cc1
75	CCCN1C[C@H]2CC[C@@H]1CN(C(=O)CCn1nccc1C)C2
76	Cn1c(=O)c2c(nc3n2CC(c2ccc(F)cc2)=NN3Cc2cccc3ccccc23)n(C)c1=O
77	Cc1ccc(N2C(=O)CSC2c2ccccc2N)cc1C (stereo unspecified)
78	O=C(c1ccccc1)c1cc(Cl)ccc1NCN1C(=O)c2cccc([N+](=O)[O-])c2C1=O
79	CCO[C@H]1COC[C@@H]1NC(=O)c1cc(NC(C)=O)ccc1Cl
80	O=C(N/N=C\C1CC=CCC1)C(O)(c1ccccc1)c1ccccc1 (stereo unspecified)
81	CCn1nc(C)c(-c2nc(CC3CCN(C)CC3)no2)c1C
assay / entry	73	74	75	76	77	78	79	80	81
NPYLR7 agonist	-2	-9	/	-1	-10	6	5	-15	1
mcGAS inh	5	-6	-6	-1	/	/	/	/	/
hcGAS lum	-1	-19	-12	4	0	2	-6	4	-8
